Pol eta inh: qHTS for Inhibitors of Polymerase Eta; DNA polymerase eta (Homo sapiens), Q9Y253; recombinant Pol eta, fluorescent DNA replication assay; Potency, µM (highest dose often 114 µM), for the others: at the highest dose activity change, negative = inhibition, hits mostly inhibitors; 1.2% of 390,000 active; AID 588591, 2011; also: potency is read from the fitted curve at half-maximal effect; % is scaled to controls: 0 for no effect and ±100 for the full control effect
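Fluorescent replication assay: 50 nM final substrate added after a 15 min room-temperature compound preincubation with 10 nM enzyme. Signal taken at 0 min and again at 10 min.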
POLK inh: qHTS for Inhibitors of Polymerase Kappa; purified Pol kappa, fluorescent DNA synthesis assay, 10 min; 0.53% of 400,000 active; AID 588579, 2011; Potency, µM (highest dose often 107 µM), for inactives: top-dose activity, negative = inhibition, most hits filed as inhibitors; also: potency is read from the fitted curve at half-maximal effect; % is scaled to controls: 0 for no effect and ±100 for the full control effect
Target sequence (Q9UBT6 whole entry, looked up): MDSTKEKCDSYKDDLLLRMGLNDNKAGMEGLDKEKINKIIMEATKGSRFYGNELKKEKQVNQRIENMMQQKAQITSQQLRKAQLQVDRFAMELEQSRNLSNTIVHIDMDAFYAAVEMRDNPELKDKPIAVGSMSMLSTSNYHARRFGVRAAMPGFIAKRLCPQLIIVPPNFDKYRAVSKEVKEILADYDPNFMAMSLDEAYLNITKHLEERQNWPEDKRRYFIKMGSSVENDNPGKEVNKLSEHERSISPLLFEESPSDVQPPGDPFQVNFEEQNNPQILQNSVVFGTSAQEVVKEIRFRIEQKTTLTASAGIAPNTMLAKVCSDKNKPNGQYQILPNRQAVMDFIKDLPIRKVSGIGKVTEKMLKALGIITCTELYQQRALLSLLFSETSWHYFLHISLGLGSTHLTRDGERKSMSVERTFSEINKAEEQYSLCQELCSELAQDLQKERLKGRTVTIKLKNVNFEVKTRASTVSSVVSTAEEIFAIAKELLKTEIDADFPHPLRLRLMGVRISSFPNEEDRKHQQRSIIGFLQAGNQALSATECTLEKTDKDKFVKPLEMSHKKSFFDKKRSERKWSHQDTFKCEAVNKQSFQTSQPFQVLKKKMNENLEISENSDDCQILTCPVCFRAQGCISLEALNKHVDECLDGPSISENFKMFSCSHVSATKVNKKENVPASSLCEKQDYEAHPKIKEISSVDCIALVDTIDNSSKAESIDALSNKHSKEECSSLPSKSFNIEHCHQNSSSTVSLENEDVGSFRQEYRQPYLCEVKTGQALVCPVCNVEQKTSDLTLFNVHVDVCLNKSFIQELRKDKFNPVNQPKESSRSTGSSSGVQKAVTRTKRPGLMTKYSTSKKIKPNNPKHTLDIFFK
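Kinetic fluorescence screen: compound preincubated 15 min RT with 10 nM enzyme; 50 nM substrate (final) initiates; reads at 0/10 min.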
RGS4 inhibitor: Inhibitors of Regulator of G Protein Signaling (RGS) 4: qHTS | Regulator of G-protein signaling 4 (Homo sapiens), P49798 | Transcreener GDP fluorescence polarization, RGS4-accelerated GTP hydrolysis | Potency, µM (highest dose often 114 µM), for the others: top-dose activity change, negative = inhibition, actives largely listed as inhibitors | 0.039% of 390,000 active | AID 504845, 2011; also: potency is read from the fitted curve at half-maximal effect; % is scaled to controls: 0 for no effect and ±100 for the full control effect; nearly all actives have a fitted effect of over 75% in size; some results filed as inactive show a strong effect at the top dose
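MLSMR compounds (23 nl, pin-transferred) preincubated 10 min at room temperature with a 500nM (2x) first reagent, then RGS4 at 900nM (2x) plus Transcreener GDP mix added; fluorescence polarization (620/688 nm) read before and after 90 min at 30 °C.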
POLB inh: qHTS Assay for Inhibitors of DNA Polymerase Beta | P06746 | Pol beta primer extension/strand displacement, fluorescence kinetic | Potency, µM (highest dose often 114 µM), for the others: top-dose activity change, negative = inhibition, hits mostly inhibitors | 1.3% of 340,000 active | AID 485314, 2010; also: potency is read from the fitted curve at half-maximal effect; % is scaled to controls: 0 for no effect and ±100 for the full control effect
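Enzyme-only controls used 10 nM Pol beta; buffer lacking enzyme served as negative control. Compound preincubated 15 min, then 50 nM substrate added; 0 and 10 min reads at room temperature.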
ERG Ets-DNA blk: qHTS for Small Molecule Inhibitors of the ERG Ets/DNA interaction; 0.028% of 370,000 active; AID 624246, 2012; fluorescence polarization, His-ERG Ets domain / labelled DNA; Potency, µM (top dose mostly 76.9 µM), for the others: top-dose FP activity, negative = inhibition, actives largely listed as inhibitors; Transcriptional regulator ERG (Homo sapiens), P11308; active = well fitted inhibition curve with a large enough effect in the polarisation, with a control signal flat; inconclusive = small, poorly fitted or top-dose-only effect, or effect the other way, or a change in a side signal; inactive = no such curve, though single readings can be large or run the other way; the % refers to the polarisation;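 also: polarization taken with two DNA probes labelled with fluorescein and Texas red; potency is read from the fitted curve at half-maximal effect; % of control where 0% means no effect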
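His-tagged ERG Ets domain (1 uM in the protein solution; 300mM KCl, 50mM Tris-HCl, 1mM EDTA, 1mM DTT, pH 7.5) received compound, then a probe mix of 5 nM fluorescein-DNA and 100nM Texas-615-DNA. Fluorescence polarization was read for both dyes.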
LDHA block: qHTS assay for inhibitors of human lactate dehydrogenase | AID 1347041, 2019 | purified LDHA, NADH/diaphorase-resazurin fluorescence; active compounds read low | L-lactate dehydrogenase A chain (Homo sapiens), P00338 | 0.15% of 480,000 active | activity change, % (values are at about 110 or 230 µM); in the data active = activity change below about -30%; inconclusive = mostly about -25% to -30%;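 also: plate controls were DMSO wells for no effect and wells without enzyme for full effect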
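Resorufin fluorescence (ex540/em590), read at 0 and 20 min after diaphorase/resazurin addition, reports the NADH left after a 5 min room-temperature reaction of 2 nM human LDH5 with 0.06 mM NADH and 0.2 mM pyruvate.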
Apoferritin bind: qHTS Assay for Identification of Novel General Anesthetics | Potency, µM (top dose mostly 77.5 µM), inactives show at the top dose activity change, negative = displacement, actives largely listed as inhibitors | apoferritin/1-aminoanthracene competitive binding, fluorescence | 0.074% of 350,000 active | Ferritin light chain (Equus caballus), P02791; also: potency is read from the fitted curve at half-maximal effect; % is scaled to controls: 0 for no effect and ±100 for the full control effect; nearly all actives have a fitted effect of over 20% in size
Target sequence (P02791 2-175 limits assumed): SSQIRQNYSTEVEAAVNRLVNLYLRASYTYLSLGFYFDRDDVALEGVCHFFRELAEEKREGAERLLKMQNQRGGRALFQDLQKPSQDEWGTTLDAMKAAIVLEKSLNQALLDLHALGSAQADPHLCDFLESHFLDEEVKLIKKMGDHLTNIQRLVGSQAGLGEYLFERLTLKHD
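Horse-spleen apoferritin (10 uM) in 50% saturated 1-aminoanthracene in PBS was incubated 10 min at room temperature with compound. Fluorescence (ex 380, em 535 nm) was normalized to free and bound 1-AMA, with concentration-response fitted by a four-parameter Hill equation.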
ALOX12 inh: Primary qHTS assay for inhibitors of human arachidonate 12S-lipoxygenase (ALOX12): Round 2; Polyunsaturated fatty acid lipoxygenase ALOX12 (Homo sapiens), P18054; purified 12hLO, xylenol orange hydroperoxide absorbance; Potency, µM (highest dose often 108 µM), inactives show at the highest dose activity change, negative = inhibition, hits mostly inhibitors; 1.1% of 580,000 active; also: potency is read from the fitted curve at half-maximal effect; % is scaled to controls: 0 for no effect and ±100 for the full control effect
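Hydroperoxide product was detected by ferrous iron/xylenol orange as the 573 to 405 nm absorbance ratio. Arachidonic acid at 40 uM (final) was turned over for 30 min at room temperature by 150 nM human 12hLO, pH 7.0 Hepes buffer, after 15 min compound preincubation.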
APE1 inh: qHTS Assay for Inhibitors of the Human Apurinic/apyrimidinic Endonuclease 1 (APE1); DNA repair nuclease/redox regulator APEX1 (Homo sapiens), P27695; recombinant APE1, TAMRA/BHQ-2 abasic DNA cleavage fluorescence; Potency, µM (series often up to 65.8 µM), without a hit: at the highest dose activity change, negative = inhibition, most hits filed as inhibitors; 0.35% of 350,000 active; AID 2517, 2012;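 also: potency is read from the fitted curve at half-maximal effect; plate controls were vehicle for no effect and reference inhibitor for full effect; nearly all actives have a fitted effect of over 55% in size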
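Enzyme (0.75 nM final) and test compound are incubated 15 min at room temperature before adding 50 nM quenched THF abasic-site duplex. Cleavage dequenches TAMRA, followed at 525/598 nm over three reads one minute apart.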
* marks the source's active call; other numbers are inactive results; ? = inconclusive; . = no result given; [ ] = remark or other dose. Unless noted, calls follow the shape of the dose curve; as a rule, active = well fitted curve in the direction sought with a large enough effect; inconclusive = small, poorly fitted or top-dose-only effect, or another doubt; inactive = no such curve, though single readings can be large; an effect the other way counts as inactive or inconclusive. Some of the compounds tested (hit frequency here may not be typical).

smiles	Pol eta inh	POLK inh	RGS4 inhibitor	POLB inh	ERG Ets-DNA blk	LDHA block	Apoferritin bind	ALOX12 inh	APE1 inh
COc1ccccc1C(=O)N/C(=C/c1ccccc1)C(=O)Nc1ccc(C(=O)O)cc1	-3%	5%	-12%	?	-9%	-7	-2%	-29%	-3%
Cc1nn(C(C)C(=O)NCCc2ccco2)c(=O)c2nn(-c3ccccc3)c(C)c12 (stereo not given)	-17%	2%	3%[11.4 µM]	20%	-4%	-6	-9%	0%	45%
COC(=O)c1ccc(OC(=O)c2ccncc2)cc1O	-5%	-5%	-22%	-3%	2%	-4	-2%	20%	23%
Cc1ccc(C(=O)N2CCN(c3ccccc3O)CC2)cc1S(=O)(=O)N1CCCCC1	-18%	-5%	?	.	-1%	2	.	?	37%
COc1ccc(-n2c(C)cc(C(=O)COc3ccc(C)nc3[N+](=O)[O-])c2C)cc1	-24%	?	-10%	2%	7%	0	-20%	1%	-8%
Cc1ccc(S(=O)(=O)N(C)C)cc1NC(=O)C1CCCCN1S(=O)(=O)c1ccccc1 (stereo not given)	-2%	-15%	17%	.	-2%	2	.	0%	2%
O=C(OCc1cccc(Cl)c1)c1cc([N+](=O)[O-])ccc1N1CCOCC1	-22%	-28%	-28%	.	6%	-1	.	-19%	-8%
CCNC(=O)C(=O)N1CCC2(CC1)OCCN2S(=O)(=O)c1ccc(C)cc1	-4%	-9%	31%	.	8%	0	.	-28%	-10%
COc1cccc(NC(=O)CN(C)C(=O)c2cc(S(=O)(=O)Nc3ccccc3OC)ccc2C)c1	-17%	-9%	11%	.	9%	0	.	262%[activator]	.
Cc1ccc(-c2nc(CN3CCN(C(=O)C4CCCO4)CC3)cs2)cc1 (stereo not given)	-8%	-3%	-47%	2%	-4%	-4	-12%	0%	29%
Cc1[nH]n(-c2ccc(Cl)cc2)c(=O)c1C=NC12CN3CN(CN(C3)C1)C2	-5%	-1%	-14%	-9%	-1%	0	-15%	2%	-5%
CCn1cc(C(=O)Nc2ccc(Cl)cc2Cl)cn1	-9%	-14%	-3%	.	-1%	-8	.	188%[activator]	.
CCOC(=O)C1CCN(C(=O)Cn2cnc3sc(C)c(S(=O)(=O)N4CCCCC4)c3c2=O)CC1	-24%	8%	-16%	5%	13%	-2	-9%	-1%	53%[activator]
CC1=C(C(=O)OCc2ccc3c(c2)OCO3)C(c2ccc(Cl)cc2)NC(=O)N1 (stereo not given)	-3%	-3%	9%	4%	.	2	-19%	4%	17%
CCCNC(=O)c1onc(CSc2ccccc2)c1C(=O)NCCC	-20%	-1%	-43%	.	6%	-13	.	-4%	37%[activator]
CC1(C(=O)NC2CCCC2)CCC(=O)N1Cc1ccc2c(c1)OCO2 (stereo not given)	1%	-8%	29%	34%	-4%	-6	-4%	-20%	-8%
CCN(CC)S(=O)(=O)c1ccc(OC)c(NC(=O)CCc2c(C)noc2C)c1	-19%	-7%	25%	.	13%	0	.	-5%	-4%
O=C(Nc1ccc2c(c1)nc1n2CCCCC1)c1cc(S(=O)(=O)N2CCOCC2)ccc1Cl	-5%	-11%	-5%	-1%	-1%	0	-24%	-8%	-7%
COc1ccccc1N1C(N)=NC(N)=NC12CCCCC2	-7%	1%	13%	35%	19%	-4	-5%	14%	0%
CCOC(=O)c1ccc(NC(=O)c2ccnn2C)cc1	-2%	-20%	15%	.	-3%	-5	.	0%	.
COc1ccc(C(=O)c2oc3ccccc3c2NC(=O)COc2cccc(C)c2C)cc1	-16%	-6%	10%	-23%	0%	-3	-1%	-6%	.
CCOc1ccc(S(=O)(=O)Nc2ccc(C(=O)NCC(c3ccco3)N3CCCCC3)cc2)cc1 (stereo not given)	-26%	6%	-15%	.	24%	-1	.	?	-10%
O=C(Cn1c(=O)oc2ccccc21)N1CCN(c2ccc(N3CCOCC3)nn2)CC1	-16%	-14%	9%	14%	0%	-7	175%[activator]	-23%	-4%
O=C(CNC(=O)c1ccco1)NNC(=O)c1ccc(Br)cc1	-4%	1%	-11%	.	2%	0	.	12%	31%
Brc1ccccc1OCCOCCOc1cccc2cccnc12	-16%	-6%	-34%	3%	3%	-6	-16%	?	-6%
Cc1cc(Cl)ccc1C(=O)C1CCCN(C(=O)c2ccoc2)C1 (stereo not given)	-5%	0%	19%	9%	3%	-2	-24%	-3%	2%
Cc1ccn(C(CC(=O)c2ccc(Br)cc2)C(=O)O)n1 (stereo not given)	-6%	-3%	?	0%	.	3	-10%	?	-4%
CCC1(C)NC(=O)N(CC(=O)NCC(=O)Nc2c(C)cc(C)cc2C)C1=O (stereo not given)	-6%	-9%	17%	.	-6%	-3	.	1%	-8%
COc1cccc(NC(=O)CC2Nc3cc(C)c(C)cc3NC2=O)c1 (stereo not given)	-10%	-26%	-9%	2%	0%	-11	-10%	-29%	.
COc1ccc(NC(=S)Nc2ccc3nsnc3c2)cc1	7.1µM*	0%	?	0%	3%	31	94%[activator]	7.9µM*	-1%

Three structures already listed, sorted by SMILES length, smallest number first:
smiles	Pol eta inh	POLK inh	RGS4 inhibitor	POLB inh	ERG Ets-DNA blk	LDHA block	Apoferritin bind	ALOX12 inh	APE1 inh
CCNC(=O)C(=O)N1CCC2(CC1)OCCN2S(=O)(=O)c1ccc(C)cc1	-4%	-9%	31%	.	8%	0	.	-28%	-10%
Cc1ccc(C(=O)N2CCN(c3ccccc3O)CC2)cc1S(=O)(=O)N1CCCCC1	-18%	-5%	?	.	-1%	2	.	?	37%
Cc1ccc(S(=O)(=O)N(C)C)cc1NC(=O)C1CCCCN1S(=O)(=O)c1ccccc1 (stereo not given)	-2%	-15%	17%	.	-2%	2	.	0%	2%

New compounds follow.
smiles	Pol eta inh	POLK inh	RGS4 inhibitor	POLB inh	ERG Ets-DNA blk	LDHA block	Apoferritin bind	ALOX12 inh	APE1 inh
Cc1cc([N+](=O)[O-])nn1CC(=O)N1CCOCC1	0%	-17%	6%	22%	-1%	-8	-5%	0%	-2%
Cc1ccc(NC(=S)Nc2cccc(S(=O)(=O)Nc3c(C)n(C)n(-c4ccccc4)c3=O)c2)cc1	-14%	0%	-47%	-12%	7%	0	-22%	?	0%
Cc1cccc(OCCC(=O)OCC(=O)N2CCc3ccccc32)c1	-18%	-13%	-20%[11.4 µM]	28%	-5%	-4	?	0%	-8%
Cc1ccc(Oc2ncnc3sccc23)cc1	-12%	-8%	-24%	10%	.	-3	8%	-5%	2%
Cc1ccc(S(=O)(=O)Nc2ccc3c4c(cccc24)CC3)c(C)c1	-17%	-9%	-5%[11.4 µM]	.	3%	0	.	11%	.
COc1cc(C2CC(=O)c3c([nH]c(C(=O)OCc4ccc(C)cc4)c3C)C2)cc(OC)c1OC (stereo not given)	-16%	-17%	22%	-4%	-7%	-3	-16%	-1%	.
C=CCN(c1ccccc1)S(=O)(=O)c1ccc2[nH]cc(C(=O)NCCOC)c(=O)c2c1	-3%	-4%	-20%	?	-2%	-5	5%	?	11%
Cc1cccn2c(=O)c(C(=O)N3CCN(c4ccccc4)CC3)cnc12	-16%	-2%[60.1 µM]	12%	24%	-3%	3	-14%	-20%	.
Cc1ccc(Cl)cc1N1CCN(C(=O)C2CCN(S(=O)(=O)c3c(C)noc3/C=C/c3ccccc3F)CC2)CC1	4%	-8%[60.1 µM]	-5%	0%	7%	-3	-6%	-29%	.
Cc1c(Br)c(=O)oc2c(Br)c(O)ccc12	-12%	-24%	10%	0%	-4%	-6	.	9%	?
COc1ccccc1NC(=O)CCCN1C(=O)C(c2ccccc2)Oc2cccnc21 (stereo not given)	-15%	2%	-13%	-1%	-5%	1	-14%	0%	66%[activator]
CCC(=O)Oc1ccc(C(=O)Nc2ccc3c(c2)OCO3)cc1	-15%	-12%	-18%	2%	-11%	-1	-9%	11%	-4%
Cc1cc(=O)[nH]c(N/N=C/c2cc(C)n(-c3ccccc3)c2C)n1	-11%	-8%	-2%	-2%	-7%	-7	-11%	27%	1%
Cc1cc(C)n2nc(S(=O)(=O)NC(C)(C)C)nc2n1	-6%	-7%	-10%	-28%	2%	-5	-8%	-3%	0%
Cc1cc2cc(CN(Cc3cccs3)C(=S)NCC3CCCO3)c(=O)[nH]c2cc1C (stereo not given)	-20%	-6%	-25%	2%	-3%	1	5%	?	-2%
O=C(C(NS(=O)(=O)c1cccc2nsnc12)c1ccccc1)N1CCN(c2ccccc2)CC1 (stereo not given)	-13%	-1%	-19%	-4%	-10%	-2	?	-13%	-1%
CC1(C)C2(C#N)C(=O)NC(=O)C12C#N (stereo not given)	-2%	7%	2%	.	-16%	-9	.	-26%	.
OC1(C(F)(F)F)CC(c2ccc3ccccc3c2)=NO1 (stereo not given)	-14%	-10%	-4%	13%	-4%	-6	2%	257%[activator]	3%
CC(C)c1ccc2c(c1)C(=O)NC(C)(C)C2	-21%	9%	?	5%	2%	0	-18%	330%[activator]	-3%
Cc1cc(NC(=O)CSc2cn(C)c3ccccc23)no1	-1%	-9%	10%	31%	2%	4	-14%	4%	-8%

High-throughput results (PubChem BioAssay)
